VCAM1 TNFa inh = reduces TNF alpha induced VCAM1 expression in HUVEC. 95,000 tested, 0.48% active. HUVEC TNFa-induced VCAM-1 immunofluorescence, high-content imaging. inhibition, % at 2 µM. AID 802;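 active means inhibition above the batch mean plus 3 SD, with images confirmed as a hit by eye, cut at about 37% in these data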;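 further: 0% = TNF-stimulated DMSO wells and 100% = unstimulated control wells; not every result past the cut was called active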
DAT uptake mod = changed human dopamine transporter uptake under cocaine IC80. 110,000 tested, 1.3% active. LLC-PK1 hDAT cells, [14C]-dopamine uptake with cocaine IC80; actives deviate in either direction. Q01959. B-score at 10 µM;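 active means Z score or B-score, a plate-position-corrected score, falls beyond the plate's 99.7% confidence bounds, in either direction; inactive means both scores lie inside the 99.7% bounds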;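 further: scored against the spread of the other compound wells on the same plate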
Target sequence (Q01959 whole entry, looked up): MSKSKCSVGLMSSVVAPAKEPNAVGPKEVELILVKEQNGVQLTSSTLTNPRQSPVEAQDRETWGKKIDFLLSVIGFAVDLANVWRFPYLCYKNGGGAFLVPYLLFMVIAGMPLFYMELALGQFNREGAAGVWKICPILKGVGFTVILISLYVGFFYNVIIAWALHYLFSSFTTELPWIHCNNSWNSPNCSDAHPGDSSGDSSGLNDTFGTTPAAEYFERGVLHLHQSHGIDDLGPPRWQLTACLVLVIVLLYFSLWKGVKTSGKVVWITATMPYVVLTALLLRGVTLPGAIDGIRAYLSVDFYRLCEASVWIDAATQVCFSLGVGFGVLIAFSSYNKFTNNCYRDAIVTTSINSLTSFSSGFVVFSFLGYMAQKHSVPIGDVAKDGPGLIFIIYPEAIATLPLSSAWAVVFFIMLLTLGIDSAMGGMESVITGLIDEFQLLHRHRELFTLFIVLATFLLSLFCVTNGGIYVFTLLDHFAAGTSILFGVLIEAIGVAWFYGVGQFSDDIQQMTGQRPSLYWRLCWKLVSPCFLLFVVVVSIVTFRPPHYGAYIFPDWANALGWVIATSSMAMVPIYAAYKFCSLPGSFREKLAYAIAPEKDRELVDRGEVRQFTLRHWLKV
PLK1 kinase inh = inhibitors of human PLK1 kinase. recombinant PLK1 kinase, TR-FRET peptide phosphorylation. inhibition, % at 10 µM. P53350. AID 619. 97,000 tested, 0.53% active;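 active means inhibition of 50% or more in the single-concentration screen; inactive means inhibition below 50%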;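 further: 0% = DMSO max control and 100% = H-89 dihydrochloride min control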
sEH inh = soluble epoxide hydrolase (human) inhibition. recombinant human sEH enzymatic activity assay. inhibition, % at 2 µM. 91,000 tested, 0.34% active; in the data active means inhibition above about 80%; further: values of inactives mirror those of a sister screen read the other way; many of its hits are not listed in these tables
HUVEC tox IL1B = HUVEC cytotoxicity counter-screen, IL-1B stimulated; HUVEC cell count loss, Hoechst imaging; cell count reduction, % at 2 µM; AID 845; 94,000 tested, 0.41% active;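 active means cell count reduction more than 3 SD above the screen-wide mean, cut at about 70% in these data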;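 further: normalized per plate to untreated control cells as the no-loss baseline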
Plk1 PBD FP = Plk1 (human) PBD binding inhibition. P53350. Plk1 PBD phosphopeptide binding, fluorescence polarization. inhibition, %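 (tested at about 20 µM)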. 97,000 tested, 0.13% active. AID 693; in the data active means inhibition above about 34%, passing the limit was not always enough
HUVEC tox TNFa = toxic to HUVEC cells under TNF alpha stimulation; HUVEC TNFalpha-stimulated, Hoechst cell count, imaging; cell count reduction, % at 2 µM; 93,000 tested, 0.17% active; AID 848;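 active means cell count reduction exceeding the screen mean by over 5 SD, scaled to untreated wells per plate, cut at about 78% in these data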;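 further: cells counted after 24 h of TNF alpha exposure following the 1 h pretreatment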
cytoskel mod = alters cytoskeleton assembly in HUVEC cells; 91,000 tested, 0.18% active; HUVEC TNFa F-actin phalloidin imaging, high content; AID 836; inhibition, % at 2 µM;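 active means inhibition above the batch mean plus 3 SD and confirmed as a hit by visual image inspection, cut at about 30% in these data, passing the limit was not always enough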; further: strong numbers were not always called active
Ecoli WT expand = blocks growth of wild type E. coli BW25113 | OD600 absorbance | growth inhibition, % at 100 µM | 98,000 tested, 0.15% active | AID 710;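 active means growth inhibition above about 50% at one test dose, limit read from the data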;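 further: growth measured after 20 h incubation at 37 °C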
Numbers without * were called inactive; . = no result given.

Value order – VCAM1 TNFa inh, DAT uptake mod, PLK1 kinase inh, sEH inh, HUVEC tox IL1B, Plk1 PBD FP, HUVEC tox TNFa, cytoskel mod, Ecoli WT expand
[1] CC(=O)N1CCc2cc(S(=O)(=O)NC(CC(C)C)C(=O)N3CCn4c3nc3ccccc34)ccc21 (stereo unspecified)
→ 2.4, -0.624, -13.6, -22.5, -52.6, -9.4, 6.3, -16.9, -1.0
[2] O=C(NC1CSC/C1=N\O)c1ccccc1 (stereo unspecified)
→ 2.0, 0.0509, -18.8, -6.0, 7.0, -5.2, -11.9, -10.5, -2.0
[3] CCCC1(C(=O)OCC)NC(c2cc(OC)c(OC)c(OC)c2)C2C(=O)N(CC)C(=O)C21 (stereo unspecified)
→ -0.1, ., 0.1, 6.0, 5.1, -41.9, -12.1, -4.6, -4.0
[4] COC(=O)C1=C(C)NC2=C(C(=O)CCC2)C1c1cccs1 (stereo unspecified)
→ 5.7, -1.2, -6.5, 18.1, -27.8, 4.7, -3.3, -5.0, 1.0
[5] COCC(=O)OCn1nnc2ccccc2c1=O
→ -15.7, -0.952, -18.4, ., -25.4, 25.3, -41.3, 22.2, 1.0
[6] CNC(=S)NNC(=O)c1cccc(C(F)(F)F)c1
→ -11.2, -0.321, -1.1, 2.1, -8.7, 6.5, 7.9, -16.9, 3.0
[7] COc1cc(C(=O)Oc2ccc3c(c2)OCC3=O)cc(OC)c1OC
→ 5.4, -1.05, -10.9, 7.4, -10.1, 16.6, -10.5, -7.0, -3.0
[8] COc1cc(NC(=S)NN2CCN(C)CC2)cc(OC)c1
→ -6.9, 0.4, -6.1, -7.7, -14.3, -0.2, -8.0, 4.7, -2.0
[9] CC1CC(Nc2ccccc2)c2ccccc2N1C(=O)c1cccnc1 (stereo unspecified)
→ 6.5, -1.66, -6.7, -14.4, -0.5, -0.2, -32.4, 4.4, .
[10] CC(C)CCOP(=O)(c1ccc(N(C)C)cc1)C(O)c1ccccc1F (stereo unspecified)
→ -3.2, -1.98, -3.3, -6.7, -8.1, -21.5, 0.8, 37.9, 7.0
[11] CCn1c(-c2cc(Br)cc(OC)c2O)nc2cc(S(=O)(=O)N(C)C)ccc21
→ 51.0, -0.264, -7.4, -2.9, 15.7, -4.5, 10.7, -9.5, 2.0
[12] C=CCc1cc(C)ccc1OCC(O)CN1CCN(c2ccccc2)CC1 (stereo unspecified)
→ -3.3, 0.31, 1.4, -17.6, -4.9, 6.3, -35.4, 9.2, 14.0
[13] O=C(CN(Cc1ccco1)C(=O)CCC(=O)Nc1ccccn1)NCCc1ccccc1
→ -12.8, -0.239, 2.5, ., -14.6, -4.1, 1.0, -49.1, 2.0
[14] CCN1CCN(CC(=O)Nc2ccccc2)C(=O)C1=O
→ -0.7, -0.308, -8.3, -10.2, 6.2, 8.2, 3.3, 9.6, 8.0
[15] O=C(O)CC(NCc1ccco1)C(=O)OCC1CCCO1 (stereo unspecified)
→ 5.9, -0.339, -3.2, -15.3, -11.1, -20.0, -22.4, 9.7, 9.0
[16] COC(=O)c1cn(CCOc2ccccc2F)c2ccccc12
→ -0.2, 0.882, -2.0, 14.1, -8.0, -24.9, -17.1, 5.3, -4.0
[17] COc1ccc(-c2nc(NC(=O)C3CCN(c4nc5ccccc5o4)CC3)sc2C)cc1
→ -14.7, 0.905, -6.3, -3.0, -3.8, -17.6, 1.8, -22.8, -6.0
[18] COC(=O)c1cc(NC(=O)C2CC2)cc(C(=O)OC)c1
→ 0.3, 0.552, -12.0, -1.7, 14.4, -4.1, -4.6, -15.4, -1.0
[19] Cc1ccc(-n2nnc3c(=O)n(CC(=O)N4CCCC4)cnc32)cc1
→ ., 0.417, -3.9, -8.5, ., -3.0, ., ., -3.0
[20] CC(C)NC(=O)COC(=O)c1cc(F)c(F)cc1Cl
→ 3.5, 0.216, -27.5, 8.4, 6.3, -29.2, 1.1, -1.0, -1.0
[21] O=C(C1CCC(CNS(=O)(=O)c2cccc3cccnc23)CC1)N1CCc2ccccc21 (stereo unspecified)
→ 14.3, 0.432, 0.7, -6.8, -3.1, 11.8, -27.4, 9.6, -11.0
[22] O=C(CSc1nnc(SCC(=O)c2ccco2)s1)c1ccco1
→ -10.5, -0.483, -7.4, -2.8, 2.6, 1.3, 5.6, -11.3, 3.0
[23] COc1cc([N+](=O)[O-])ccc1NC(=O)CCCOc1cccc(C)c1
→ -0.7, -0.17, 0.9, 8.2, -16.4, -12.0, 3.6, 20.1, -25.0
[24] O=C(Nc1cccc(C(F)(F)F)c1)NC1CCCCC1
→ -19.4, 0.0218, 2.4, 94.4*, -0.3, -10.8, -31.1, 13.1, 5.0
[25] COc1cccc(-c2cc(C(F)(F)F)nc(N3CCC(C)CC3)n2)c1
→ 8.6, -0.0965, -12.8, ., 26.9, 0.3, -17.0, -5.5, -3.0
[26] C=CCn1c(-c2ccccc2)n[nH]c1=S
→ 10.1, 0.0279, -6.7, 11.1, 13.2, -12.7, ., 11.4, 8.0
[27] Cc1nnc2c3ccccc3c(-c3ccccc3)nn12
→ -14.1, 1.37, -6.1, 1.2, -51.8, -19.0, -31.2, 24.2, .
[28] COc1ccc(S(=O)(=O)NCc2ccccn2)c(Cl)c1Cl
→ 13.4, -1.25, -15.7, 7.4, -6.0, 15.1, -43.3, 3.7, 7.0
[29] CC(C)OC(=O)CSc1nc(-c2ccc(F)cc2)nc2ccc(F)cc12
→ 22.7, 0.00842, -10.8, -7.9, -10.2, 14.2, -14.3, 1.9, -15.0
[30] O=C(CCc1c[nH]c2ccccc12)NC1CC1
→ 1.2, 0.48, -5.8, -1.0, 2.0, -5.7, -9.8, 11.9, 4.0

10 of the compounds above, with tabs:
item	Molecule	VCAM1 TNFa inh	DAT uptake mod	PLK1 kinase inh	sEH inh	HUVEC tox IL1B	Plk1 PBD FP	HUVEC tox TNFa	cytoskel mod	Ecoli WT expand
21	O=C(C1CCC(CNS(=O)(=O)c2cccc3cccnc23)CC1)N1CCc2ccccc21 (stereo unspecified)	14.3	0.432	0.7	-6.8	-3.1	11.8	-27.4	9.6	-11.0
22	O=C(CSc1nnc(SCC(=O)c2ccco2)s1)c1ccco1	-10.5	-0.483	-7.4	-2.8	2.6	1.3	5.6	-11.3	3.0
23	COc1cc([N+](=O)[O-])ccc1NC(=O)CCCOc1cccc(C)c1	-0.7	-0.17	0.9	8.2	-16.4	-12.0	3.6	20.1	-25.0
24	O=C(Nc1cccc(C(F)(F)F)c1)NC1CCCCC1	-19.4	0.0218	2.4	94.4*	-0.3	-10.8	-31.1	13.1	5.0
25	COc1cccc(-c2cc(C(F)(F)F)nc(N3CCC(C)CC3)n2)c1	8.6	-0.0965	-12.8	.	26.9	0.3	-17.0	-5.5	-3.0
26	C=CCn1c(-c2ccccc2)n[nH]c1=S	10.1	0.0279	-6.7	11.1	13.2	-12.7	.	11.4	8.0
27	Cc1nnc2c3ccccc3c(-c3ccccc3)nn12	-14.1	1.37	-6.1	1.2	-51.8	-19.0	-31.2	24.2	.
28	COc1ccc(S(=O)(=O)NCc2ccccn2)c(Cl)c1Cl	13.4	-1.25	-15.7	7.4	-6.0	15.1	-43.3	3.7	7.0
29	CC(C)OC(=O)CSc1nc(-c2ccc(F)cc2)nc2ccc(F)cc12	22.7	0.00842	-10.8	-7.9	-10.2	14.2	-14.3	1.9	-15.0
30	O=C(CCc1c[nH]c2ccccc12)NC1CC1	1.2	0.48	-5.8	-1.0	2.0	-5.7	-9.8	11.9	4.0

Continued.
[31] COc1cccc(-c2nn(C)c3sc(C(=O)N4CCOCC4)cc23)c1
[32] CCN(CCCNC(=O)CCNC(=O)Cn1ccc2ccccc2c1=O)c1ccccc1
[33] O=C(Cn1c(=O)n(Cc2ccc3c(c2)OCO3)c(=O)c2ccccc21)N1CCCc2ccccc21
[34] CCOc1ccc(C2C=C(c3ccc(C)cc3)Nc3nnnn32)cc1 (stereo unspecified)
[35] C=C(C)Cn1c(SCC(=O)NCc2ccco2)nc2sc3c(c2c1=O)CCC3
[36] CC(OC(=O)c1nsc(Cl)c1Cl)C(=O)NCc1ccco1 (stereo unspecified)
Screen / compound no.,31,32,33,34,35,36
VCAM1 TNFa inh,14.7,9.3,23.1,-31.9,-4.3,-22.3
DAT uptake mod,0.971,0.241,-0.0152,-0.194,0.213,.
PLK1 kinase inh,-15.9,-9.4,-15.5,-6.4,-10.3,-5.3
sEH inh,-3.5,8.8,5.3,3.1,11.8,-13.6
HUVEC tox IL1B,4.2,-14.0,-9.4,-2.1,-29.7,7.7
Plk1 PBD FP,-1.7,-13.8,-2.0,-13.5,-5.6,-15.1
HUVEC tox TNFa,-1.3,8.7,15.5,-23.5,-15.0,-28.4
cytoskel mod,-14.0,9.9,-1.4,-2.9,-9.3,4.5
Ecoli WT expand,-4.0,-2.0,-22.0,-5.0,-8.0,-4.0

[37] COC(=O)c1ccc(C2/C(=C(/O)c3ccc(OC)cc3)C(=O)C(=O)N2c2cc(C)on2)cc1 (stereo unspecified)
[38] Cc1cc(C(=O)COC(=O)CN(C)S(=O)(=O)c2ccc(Cl)cc2)c(C)n1CC1CCCO1 (stereo unspecified)
[39] CCOC(=O)CSc1nnc(CNC(=O)c2cccs2)n1-c1cccc(C)c1
[40] O=C(c1ccc(C(=O)N2CCCc3ccccc32)s1)N1CCCc2ccccc21
[41] COc1ccc2nc(NC(=O)C3CCN(S(=O)(=O)c4cccnc4)CC3)sc2c1
[42] O=C(NCc1ccco1)c1cccc(N2CCCC2=O)c1
Screen / compound no.,37,38,39,40,41,42
VCAM1 TNFa inh,8.8,-5.2,19.9,31.8,6.8,3.6
DAT uptake mod,-0.401,1.17,-0.487,2.53,0.644,0.556
PLK1 kinase inh,-23.7,-0.5,-0.3,-10.4,-4.8,-4.0
sEH inh,.,-0.7,15.6,6.0,-8.2,-4.1
HUVEC tox IL1B,6.7,1.4,-9.7,4.2,17.5,6.7
Plk1 PBD FP,-12.0,19.0,17.5,-10.2,8.0,15.5
HUVEC tox TNFa,-25.0,-22.7,-31.6,2.0,5.6,2.9
cytoskel mod,1.0,0.3,-18.9,16.9,7.3,-5.9
Ecoli WT expand,-2.0,-19.0,-9.0,-14.0,3.0,12.0

[43] O=C(Nc1ccon1)c1cnc2sccn2c1=O
[44] CC(C)CNC(=O)COC(=O)c1cncc(Br)c1
[45] Cc1nc(SC2CC(=O)N(c3ccccc3)C2=O)nc2c1CCCC2 (stereo unspecified)
[46] COc1cccc(-c2ccc(=O)n(CC(=O)NCCN3CCOCC3)n2)c1
[47] Cc1ccc(CNC(=O)CSc2nc3ccsc3c(=O)n2NC(=O)c2ccccc2)cc1
[48] CCOC(=O)c1[nH]c(C)c(C(=O)c2cc(F)ccc2F)c1C
Screen / compound no.,43,44,45,46,47,48
VCAM1 TNFa inh,27.3,-4.0,.,-1.7,12.6,83.1*
DAT uptake mod,-0.17,0.737,0.12,-1.38,0.598,.
PLK1 kinase inh,36.2,2.5,-7.4,-7.4,-14.4,-4.2
sEH inh,.,15.5,28.6,1.8,-13.7,14.4
HUVEC tox IL1B,-9.5,5.5,.,-2.9,-5.1,4.5
Plk1 PBD FP,-17.8,-0.9,-31.3,-7.2,6.7,-8.2
HUVEC tox TNFa,-6.7,-4.7,.,-11.6,-17.4,31.2
cytoskel mod,-7.8,.,.,6.3,11.1,-14.6
Ecoli WT expand,5.0,1.0,-17.0,-8.0,-8.0,2.0

[49] CCOC(=O)c1ccc(NC(=O)COc2ccc(S(=O)(=O)N3CCCC3)cc2)cc1
[50] COc1ccc(Cl)cc1C(=O)Nc1ccccc1N1CCN(C)CC1
[51] CCC(=O)Nc1ccc2c(c1)ncn2-c1ccccc1
[52] O=C(N/C(=C/c1ccc(Cl)cc1)c1nc2ccccc2[nH]1)c1ccco1
Screen / compound no.,49,50,51,52
VCAM1 TNFa inh,-0.7,10.0,-3.2,0.5
DAT uptake mod,-0.31,3.49*,0.405,.
PLK1 kinase inh,-9.9,-4.5,-9.1,-11.0
sEH inh,-11.6,9.1,-12.9,-4.7
HUVEC tox IL1B,10.0,-115.0,-6.7,26.7
Plk1 PBD FP,1.1,-5.5,-11.2,-4.4
HUVEC tox TNFa,9.7,-6.0,-3.3,8.8
cytoskel mod,-8.6,0.6,9.2,-23.8
Ecoli WT expand,3.0,6.0,6.0,-6.0
